sdo1 growth: sdo1-depleted yeast growth rescue | S. cerevisiae sdo1-depleted JHY4D growth rescue, OD600 30 h; hits give high values; pdr5 snq2 efflux-pump mutant strain | z-score at 10 µM | 140,000 compounds, 0.21% hits | AID 817;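 active = z-score above 3 at both the 24 hr and the 30 hr optical density reads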;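 also: z-score against mean and SD of all compound wells on the same plate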
Insulin prom inh: TRM-6 insulin promoter activity inhibition; inhibition, % at 2 µM; 130,000 compounds, 0.9% hits; TRM-6 cells (human fetal islet line), insulin promoter-eGFP reporter, imaging; reporter expression induced with tamoxifen;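 active = inhibition above the mean plus 3 SD, with well images judged a real hit on visual review, cut at about 60% in these data, passing the limit was not always enough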
sdo1 growth Rescue 24 h: also measured in sdo1 growth; calls as there; z-score; S. cerevisiae sdo1-depleted JHY4D growth rescue, OD600; measured here: growth rescue at 24 h;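 0 is the plate mean of compound wells and units are plate SD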
The depositor's hits bear a star; . = not tested or not shown. Only part of the results is shown; rates above refer to the full screens.

sdo1 growth,sdo1 growth Rescue 24 h,Insulin prom inh,compound
-0.67,1.21,.,O=C(CCN1C(=O)/C(=C/C=C/c2ccccc2)SC1=S)Nc1nccs1
-0.28,-0.11,-34.8,Cc1ccc(-n2ncc3c(N4CCN(c5ccccc5)CC4)ncnc32)c(C)c1
-0.74,-1.47,19.4,CCCNC(=O)CSc1nc(-c2cccs2)cc(C(F)(F)F)n1
-0.23,-0.39,10.5,Cc1csc(SC(C)C(=O)Nc2ccc(Cl)cn2)n1 (stereo not drawn)
0.63,-0.57,-6.1,CC(C)C(=O)Nc1cccc(C(=O)Nc2nccs2)c1
-0.28,-0.15,34.2,CC(=O)c1ccc(OC(=O)CCN2c3ccccc3Sc3ccccc32)cc1
-0.78,-1.02,-50.0,C/C(=N\NC(=O)COc1ccccc1F)c1cc2ccccc2o1
0.63,0.17,25.0,Nc1nc(CSc2ncccn2)nc(Nc2ccccc2)n1
.,.,-7.1,c1ccc(CNc2ncnc3sc4c(c23)CCCC4)nc1
0.22,-0.54,.,O=C(Nc1ccc2c(c1)OCCO2)c1ccc(NC(=O)C2CCCO2)cc1 (stereo not drawn)
.,.,9.1,CCOc1ccc(NC(=O)Nc2cccc(C(=O)O)c2)cc1
-0.75,0.21,23.9,O=C(OCC(F)(F)F)c1cccc(COc2ccc3ccccc3c2)c1
-0.59,-1.26,-13.6,Cc1cn([C@H]2C=C[C@@H](CO)O2)c(=O)[nH]c1=O
1.26,0.38,-12.5,CC1(C)OC2OC(C(=O)N/N=C/c3ccccc3F)C3OC(C)(C)OC3C2O1 (stereo not drawn)
1.43,1.53,39.1,CN(CCOC(=O)c1ccc2c(c1)OCCO2)Cc1ccccc1
0.61,0.26,-51.6,O=C(Oc1ccccc1OC(=O)N1CCOCC1)N1CCOCC1
0.78,0.79,10.3,Cc1cccc(NC(=O)CCSc2ccccn2)c1
1.8,1.7,40.7,Cc1onc(-c2c(Cl)cccc2Cl)c1C(=O)c1c[nH]c(C(=O)NC2CC2)c1
1.39,0.64,.,O=C(CC1Oc2ccccc2NC1=O)NCCCN1CCN(Cc2ccccc2)CC1 (stereo not drawn)
-2.74,-1.86,21.6,CCC(C)C(=O)Nc1nc(C)c(-c2csc(Nc3ccc(Cl)cc3)n2)s1 (stereo not drawn)
0.23,0.96,13.0,O=C(NCc1ccco1)c1c2c(nc3ccccc13)CCC2
-0.21,0.63,5.7,CCOc1ccc2nc3c(cc2c1)CN(CCOC)C(=NCCOC)S3
0.68,0.61,44.8,COC(=O)C(Cc1ccc(O)cc1)NC(=O)C(C)Oc1ccccc1 (stereo not drawn)
0.58,0.21,7.1,CCOc1ccc(C(=O)COC(=O)CC)cc1
.,.,-71.4,O=C(NCc1ccco1)c1ccc(-c2ccc(Cl)cc2)o1
0.06,0.1,.,CCCCNC(=O)CSc1cc(=O)n(C)c2ccccc12
-0.13,-0.06,.,COc1ccc(-c2csc(NC(=O)CCCc3cccs3)n2)cc1
1.45,1.04,13.6,Cn1nnc2cc(C(=O)NC3CCCCC3)ccc21
1.25,0.53,.,Cc1n[nH]c(C)c1S(=O)(=O)N1CCN(C(=O)c2ccco2)CC1
0.49,0.15,.,O=C(C1CCCN(S(=O)(=O)c2cnc[nH]2)C1)N1CC(=O)N(CCc2ccccc2)C(=O)C1 (stereo not drawn)
-0.05,0.4,12.5,Cc1cc(-c2nn3c(-c4ccccc4)nnc3s2)c2ccccc2n1
-0.49,-0.9,-38.5,COc1ccc(CN2C(=O)[C@@H]3C(c4ccc(F)cc4)=NO[C@@H]3C2=O)cc1
.,.,-38.5,CN(C)c1nnnn1-c1ccc(Oc2ccccc2)cc1
1.41,1.9,-29.7,COC(=O)c1ccccc1NC(=S)N(Cc1ccc2c(c1)OCO2)Cc1cc2cc(C)ccc2[nH]c1=O
1.26,1.19,38.5,COc1cc(OC)c(-c2nc3cnccc3n2C)cc1OC
0.45,0.35,-18.2,O=C(c1cccs1)N1CCn2c1nc1ccccc12
0.52,0.42,.,CC(C)CN(CC(C)C)S(=O)(=O)c1cc([N+](=O)[O-])ccc1N1CCCCCC1
0.36,0.28,71.4*,CCOC(=O)N1CCN(C(=O)c2ccc3nc(C)sc3c2)CC1
0.31,0.01,.,CCCNC(=O)Cn1cnc2sc(C(=O)Nc3cc(OC)c(OC)c(OC)c3)c(C)c2c1=O
0.35,0.65,-7.7,O=C(CN1c2cccc3cccc(c23)S1(=O)=O)N1CCOCC1
0.38,-0.11,.,CCSc1nc2c([nH]c3ccccc32)c(=O)n1C
-2.18,-0.89,83.3*,COc1cccc(N=c2oc3ccccc3cc2-c2nc3ccccc3[nH]2)c1
0.91,0.77,14.8,Cc1ccc(NCN2C(=O)C(=O)c3ccccc32)nc1
0.02,-0.75,.,CCc1nnc(NC(=O)[C@@H](NC(=O)c2cccc(C)c2)C(C)C)s1
0.43,1.99,.,COC(=O)c1cc2nc(-c3ccc(OC)cc3)cc(C(F)(F)F)n2n1
-1.16,-0.99,-29.7,CCC(CC)C(=O)Nc1nc(-c2ccc3c(c2)CCN3C(=O)C2CC2)c(C)s1
0.38,-0.09,.,CC(C)NCC(O)COCCOc1ccc(C(C)(C)C)cc1 (stereo not drawn)
0.29,-0.44,.,Cc1ccc(S(=O)(=O)Cc2ccc(C(=O)NCCCN3CCCC3=O)o2)cc1
-0.43,-0.13,7.1,CCCN1C2=C(C(=O)CC(C)(C)C2)C(c2ccc(F)cc2)C2=C1c1ccccc1C2=O (stereo not drawn)
-0.18,0.12,-31.0,CSc1ccccc1NC(=O)CSCc1ccccc1Br
1.13,1.66,29.0,Cc1ccc(C2NC(=O)Cc3ccccc32)cc1 (stereo not drawn)
-0.23,-0.07,-6.5,Cc1ccc(NC(=O)CCn2nc(C)cc2C)cc1
0.82,1.11,-26.7,CC(=O)C1=NN(c2ccccc2)C2(S1)S/C(=C\c1ccccc1)C(=O)N2c1ccccc1 (stereo not drawn)
-0.63,-1.16,.,COc1ccc(-c2nc(S(=O)(=O)c3ccccc3)c(N3CCOCC3)o2)cc1
0.95,2.02,26.7,Cc1ccc(SCC(=O)c2sc(-c3ccccc3)nc2C)cc1
1.69,2.82,0.0,CC(CN1CCN(C)CC1)OC(=O)c1ccc(Cl)cc1Cl (stereo not drawn)
0.56,-0.4,40.0,O=C1/C(=C\Nc2ccc(Cl)cc2)CCN1c1ncccn1
0.71,0.09,-10.3,Cc1ccc(SCCNS(C)(=O)=O)cc1
0.16,-0.21,.,O=C1C2CCCN2C(c2cccc(F)c2)N1c1cccc(Cl)c1 (stereo not drawn)
0.6,-0.62,-4.8,COc1cc(NS(=O)(=O)c2ccc(N)cc2)nc(OC)n1

Next records:
sdo1 growth,sdo1 growth Rescue 24 h,Insulin prom inh,compound
.,.,25.0,CCOC(=O)c1c(C)c(-c2ccccc2)n(CC(=O)NCCCN(CC)CC)c1C
-0.37,-0.84,-219.3,O=C(COC(=O)c1ccc2c(=O)n3c(nc2c1)CCC3)Nc1ccccc1F
1.44,1,-12.5,Cc1nc2sc3c(c2c(=O)o1)CCCC3
-0.12,-1.21,.,Cc1cc(C)cc(Nc2ncc3c(n2)CCCC3=O)c1
-0.14,-0.2,11.1,CSc1nsc(SCC(=O)Nc2nc3ccccc3s2)n1
-1.64,-1.06,-17.2,CC(=Nc1cccc(O)c1)c1sc2ccccc2c1O
-0.71,0.03,-11.1,O=C(c1ccco1)N(CC1CCCO1)c1nc(-c2ccccc2)cs1 (stereo not drawn)
0.39,0.37,-70.4,COc1ccc(C(=O)NC2=C(C#N)CCC2)cc1OC
1.14,0.85,-71.0,CCOC(=O)c1ccc(-c2cccc(C(F)(F)F)c2)nc1C
1.2,0.84,.,Cc1cccc(C)c1Nc1ncnc(N)c1[N+](=O)[O-]
-1.17,-1.34,8.8,CCc1cccc2c(C(=O)COC(=O)c3ccccc3)c[nH]c12
-0.26,-0.45,-64.5,CCOC(=O)C(Cc1ccc(NC(=O)/C(=C/c2ccc(OC(C)=O)cc2)NC(C)=O)cc1)N1C(=O)c2ccccc2C1=O (stereo not drawn)
-0.48,-1.06,20.0,CS(=O)(=O)N1Cc2ccccc2CC1C(=O)Nc1ccccc1C(N)=O (stereo not drawn)
-0.61,-0.7,.,CC(C)(C)C(=O)Nc1nc2c(s1)COc1ccccc1-2
0.88,0.43,-23.3,CCn1c(=O)c2c(nc3n2CCS3)n(C)c1=O
-0.48,-1.29,-6.7,O=C1NC(c2ccccc2)=C(c2ccccc2)C1=O
1.73,1.79,42.3,CCOc1ccc(C(=O)Nc2ccc(S(=O)(=O)N3CCOCC3)cc2)cc1OCC
0.14,-0.76,37.5,Cc1ccc(S(=O)(=O)Oc2ccc(/C=N/NC(=O)c3c(Cl)cnn3C)cc2)cc1
-0.56,-0.88,37.5,CCOC(=O)c1ccc(N2C(=O)C3C(C2=O)C(C(=O)c2ccc(Cl)cc2)N2CCCC32)cc1 (stereo not drawn)
.,.,-18.8,CCCCCC(O)(CCN1CCCCC1)c1ccc(OCC)cc1 (stereo not drawn)
.,.,-136.4,Nc1nc(SCC(=O)Nc2cc(C(F)(F)F)ccc2N2CCOCC2)n[nH]1
0.14,0.87,.,CCN(CC)C(=O)C(C)OC(=O)COc1ccc(Cl)cc1C (stereo not drawn)
-0.93,-0.98,-85.7,CCOC(=O)c1cc(C)n(Cc2ccc(OCC)c(OC)c2)c1C
.,.,-57.1,CC(=O)Oc1ccc(NC(=O)Cc2ccccc2)c(C(=O)O)c1
1.05,0.41,25.0,CCOc1ccc(C)cc1S(=O)(=O)Nc1ccc(Cl)cn1
-0.01,-0.57,15.4,CCCC(=O)Nc1ccc(C(=O)Nc2nc(CC(=O)OCC)cs2)cc1
-0.76,-1.02,0.0,CCC(Sc1nc2ccc(N)cc2s1)C(=O)Nc1nccs1 (stereo not drawn)
-2.32,-1.73,.,O=C(CNS(=O)(=O)c1ccc(Br)s1)NCC1COc2ccccc2O1 (stereo not drawn)
-0.93,0.12,0.0,N#CCCn1nc(-c2ccccc2)cc1-n1c(C(F)(F)F)nc2ccccc21
0.79,0.31,.,COc1cccc(C2=NOC(C(=O)NC(C)C)C2)c1 (stereo not drawn)
1.78,2.3,21.4,CC(=O)N(CN1C(=O)c2ccccc2C1=O)c1ccccc1
0.9,1.08,.,O=C(O)c1cscn1
.,.,-15.0,OC1(c2ccccc2Cl)NN=C2CCCCCN21 (stereo not drawn)
0.33,-0.38,.,COc1cc(/C=N\NC(=O)C2C(=O)NCC2c2ccccc2)cc(OC)c1O (stereo not drawn)
-0.18,-1.01,.,CCC(=O)Nc1nc2ccccc2n1CCN(C)C
-0.18,-0.36,18.8,CC(C)CN(C(=O)CSc1nn(-c2ccc(Cl)cc2)c(=S)s1)C1CCS(=O)(=O)C1 (stereo not drawn)
0.5,0.51,.,CC(C)NC(=O)c1ccccc1-c1nc(-c2ccccc2Cl)no1
-0.23,-1.81,-64.3,CCCCc1nc2ccccc2c(NC(=O)CN2CCN(C)CC2)c1CCC
-0.16,-0.28,-27.6,CC(C)C(=O)N1CCN(C2=NS(=O)(=O)c3ccccc32)CC1
-1.39,-0.88,.,Cc1ccc(Sc2cc(N3CCOCC3)nc(-c3ccccc3)n2)cc1
1.2,0.57,0.0,Cc1cccc(-n2c(Cn3nc(C)c([N+](=O)[O-])c3C)n[nH]c2=S)c1
-1.19,-1.11,-80.6,C=CCn1c(Cc2cccs2)nnc1SC/C=C/c1ccccc1
-0.07,0,13.3,Cc1nn(CC(=O)NCc2ccc(Cl)cc2)c(C)c1[N+](=O)[O-]
-0.15,-0.2,-44.8,Cc1ccccc1OCC(=O)Nc1ccccc1-c1ccccc1NC(=O)COc1ccccc1C
0.26,-0.31,.,CCCNC(=O)C(=O)Nc1ccc(N(C)C)cc1
0.67,0.48,-70.0,O=C(NC1CCCC1)c1ccc(CSc2nc3ccncc3n2Cc2ccc(F)cc2)cc1
-0.76,-0.39,.,Cc1nc2ccccc2c2oc(C(=O)Nc3ccc4c(c3)OCCO4)cc12
-0.92,-0.77,20.0,CCOC(=O)c1ccccc1N/C=C1\CCCCC1=O
0.5,0.45,-12.9,CC(=O)C1=C(O)C(=O)N(CCN(C)C)C1c1ccc(Cl)cc1 (stereo not drawn)
